Artemis endo inh – Artemis endonuclease inhibitors, primary screen, biochemical, fluorescence intensity, FAM/BHQ-1 hairpin substrate; recombinant Artemis, quenched FAM hairpin cleavage fluorescence; Protein artemis (Homo sapiens), Q96SD1; hit rate 0.78% among 30,000; inhibition, % at 10 µM; AID 686954, 2013;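 active means at 10 µM dose, at least 30% inhibition, measured as corrected fluorescence normalized to stimulator and neutral control wells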
Target sequence (Q96SD1 whole entry, looked up): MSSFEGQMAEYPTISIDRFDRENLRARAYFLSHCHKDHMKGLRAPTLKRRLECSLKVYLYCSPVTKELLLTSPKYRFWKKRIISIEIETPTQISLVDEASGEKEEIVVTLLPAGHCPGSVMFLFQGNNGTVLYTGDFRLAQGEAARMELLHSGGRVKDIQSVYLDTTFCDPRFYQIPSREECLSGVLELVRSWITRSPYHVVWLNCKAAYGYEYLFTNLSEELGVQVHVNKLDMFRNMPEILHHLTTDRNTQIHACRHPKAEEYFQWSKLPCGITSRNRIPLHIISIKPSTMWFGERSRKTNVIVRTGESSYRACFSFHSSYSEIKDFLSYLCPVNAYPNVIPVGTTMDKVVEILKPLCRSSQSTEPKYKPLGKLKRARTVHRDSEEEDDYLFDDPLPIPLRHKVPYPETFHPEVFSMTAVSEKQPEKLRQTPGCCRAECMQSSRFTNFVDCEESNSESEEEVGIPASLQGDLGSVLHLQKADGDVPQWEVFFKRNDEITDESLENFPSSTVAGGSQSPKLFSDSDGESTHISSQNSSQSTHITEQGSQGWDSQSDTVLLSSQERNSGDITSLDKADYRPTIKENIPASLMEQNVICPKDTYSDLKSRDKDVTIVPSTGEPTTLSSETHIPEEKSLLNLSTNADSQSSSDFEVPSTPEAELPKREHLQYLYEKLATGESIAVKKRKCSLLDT
* = called active by the depositor. An excerpt; the hit share may differ from the screen's.

mol	Artemis endo inh
Cc1cccc(OCCCC(=O)Nc2ccc(Br)cc2)c1	5.3
CCc1nc(NCC2CCCO2)c(C#N)c2c1COC(C)(C)C2 (configuration not stated)	0.1
CCCOc1nc(N)c(C#N)c(-c2ccccc2F)c1C#N	-1.7
COc1ccccc1OCCC(=O)OCC(=O)NC(=O)NC(C)(C)C	1.6
COc1ccc(-c2csc(NCc3ccco3)n2)cc1	-3.7
COc1cc(NC(=O)C2CCCN(S(=O)(=O)c3cccc4nsnc34)C2)cc(OC)c1 (configuration not stated)	-4.0
CCCc1noc2c1/C(=N\O)CC(c1ccccc1)C2 (configuration not stated)	1.3
CCCCOC(=O)c1ccc(NC(=O)c2cc(Cl)ccc2OC)cc1	7.0
CCc1ccc2[nH]cc(C(=O)OCCOC)c(=O)c2c1	7.5
CC(C)Cn1c(N)c(S(=O)(=O)c2cccs2)c2nc3ccccc3nc21	4.0
COc1ccc2oc(C(F)(F)C(F)F)cc(=O)c2c1	-6.7
COC(=O)c1ccc(NC(=O)c2ccccc2N(C)S(=O)(=O)c2ccccc2)cc1	-1.7
CC1=C(C)/C(=N\OC(=O)/C=C/c2ccccc2)C=CC1=O	10.1
O=C(CSCc1ccc(Cl)cc1)Nc1cccc(C(=O)Nc2ccccc2C(=O)O)c1	18.4
CC1=[N+]([O-])C(N2CCOCC2)C(O)(c2ccccc2)C1 (configuration not stated)	4.3
N#C/C(=N\Nc1ccc(Cl)cc1)C(=N)N1CCCCC1	0.6
CNc1nc2c3ccccc3n(C(C)=O)c2s1	8.0
CCCS(=O)(=O)N1CCC(C(=O)NCCCOCC)CC1	2.3
COC(=O)c1ccc(CSc2nnc(-c3ccncc3)o2)o1	1.1
COc1cc(C(=S)N2CCC(C(N)=O)CC2)ccc1O	7.1
Cn1nc(C(F)(F)F)c(C#N)c1N1CCN(c2ccccc2)CC1	1.9
CCOC(=O)C1=C(C)NC(C)=C(C(=O)OCC)C1c1ccc(O)cc1	-12.6
O=C(COC(=O)C1CCCN1C(=O)c1cccs1)c1ccccc1 (configuration not stated)	-3.6
Cc1ccc(S(=O)(=O)N(CC(=O)NCc2ccco2)Cc2ccccc2F)cc1	-0.9
FCCCOc1ccc(-c2nccc(-c3ccc(Cl)cc3)n2)cc1	2.4
CCOC(=O)CSc1nc(C)cc(C)c1C#N	-5.2
COc1ccc(S(=O)(=O)N(CCCN2CCCC2=O)Cc2cc3c(C)ccc(C)c3[nH]c2=O)cc1	1.7
CCOC(=O)Cc1csc(NC(=O)Nc2ccccc2)n1	-3.8
FC(F)(F)C1=CC(c2ccc(Cl)cc2)=NCCN1	-7.4
Cc1c(NC(=O)CSc2nc(-c3ccco3)cc(C(F)(F)F)n2)c(=O)n(-c2ccccc2)n1C	-3.1
O=C(Cc1ccccc1)Nc1ccccc1N1CCOCC1	-1.1
O=C(Cn1c(=O)n(CC2CCCO2)c(=O)c2ccccc21)c1ccccc1 (configuration not stated)	-6.5
N#CCCn1c(SCC(=O)NCCc2ccc(F)cc2)nc2ccccc21	7.8
OC(COc1ccc2ccccc2c1Br)Cn1cnc(-c2ccccc2)c1 (configuration not stated)	9.1
CSC1=N/C(=C\c2ccc3c(c2)OCO3)C(=O)S1	-5.5
O=C1C2C3C=CC(C3)C2C(=O)N1CCCCN1C(=O)C2C3C=CC(C3)C2C1=O (configuration not stated)	-4.0
COC(=O)C1=C(C)OC(N)=C(C#N)C1c1ccco1 (configuration not stated)	-3.3
COC(=O)c1c(NC(=O)CSc2nnc(CNc3ccc(Cl)cc3)o2)sc(C)c1C	7.6
CCOC(=O)c1cnn(-c2cc(Oc3ccccc3C)ncn2)c1N	-1.1
CCOC(=O)NC(O)C(=O)c1cccs1 (configuration not stated)	1.8
O=S(=O)(CCc1nnc(-c2ccc(Br)cc2)o1)c1ccc(Cl)cc1	3.1
CCOc1ccccc1C(=O)NCc1ccco1	5.2
O=C(O)c1ccc2c(=O)[nH]c(CN3CCOCC3)nc2c1	-8.2
Cn1c(=O)n(C)c2cc(S(=O)(=O)NCc3ccccc3)ccc21	-10.6
N#Cc1c2ncn(CC(=O)c3ccc(Br)cc3)c(=O)c2c2n1CCC2	3.3
Cc1ncc(S(=O)(=O)c2ccccc2)c(-c2ccccc2Cl)n1	4.5
CCOC(=O)c1cnc2c(OC)cccc2c1N1CCN(c2ccc(OC)cc2)CC1	11.8
O=C(Nc1nsc(-c2ccccc2)n1)c1ccncc1	-7.4
CC(=O)Nc1ccc(S(=O)(=O)NC(CC(=O)O)c2ccc(OC(C)C)cc2)cc1 (configuration not stated)	7.6
CCOc1ccccc1N1CCN(c2nc3ccccc3nc2C(C#N)C(=O)OC)CC1 (configuration not stated)	12.4

(more compounds)
mol	Artemis endo inh
Cn1nc(OCC(N)=O)ccc1=O	9.8
CC(=O)CC(C)(C)S(=O)(=O)c1ccc(Oc2ccc(S(=O)(=O)C(C)(C)CC(C)=O)cc2)cc1	-7.5
COc1ccc(-n2ncc3c(NCC(C)C)ncnc32)cc1	-0.8
CCOC(=O)c1cn(CC)c2cc(N3CCOCC3)c(F)cc2c1=O	5.6
C1CCc2c(nc3nnnn3c2N2CCOCC2)C1	6.1
COC(=O)c1cc(=O)nc2sc3ccccc3n12	-4.8
COc1cccc(Sc2cc(N3CCOCC3)nc(-c3ccccc3)n2)c1	5.5
O=C(CN1C(=O)c2ccccc2S1(=O)=O)Nc1cccnc1	-0.4
CC(c1ccccc1)n1cc(C(=O)NCc2ccncc2)nn1 (configuration not stated)	-3.6
O=C1c2ccccc2C(=O)N1CCOc1ccccc1	4.3
COC(=O)CCC(=O)c1oc2ccc(OC)cc2c1N	-7.0
Brc1cccc(-c2n[nH]c(-c3ccccc3)n2)c1	1.5
C=CCN(C(=O)Nc1ccc2oc(C)nc2c1)c1ccccc1	-6.7
c1ccc(Cn2nnnc2C(c2cccs2)N2CCOCC2)cc1 (configuration not stated)	1.9
Cc1ccc(S(=O)(=O)N2CCCC(C(=O)N(Cc3cccs3)C3CC3)C2)cc1 (configuration not stated)	5.1
O=C(CSc1ncnc2c1cnn2CCc1ccccc1)Nc1cccc(C(F)(F)F)c1	10.2
CC(=O)NS(=O)(=O)c1ccc(NC(=O)/C=C/c2ccccc2Cl)cc1	-6.6
COC(=O)C(C(=O)OC)C(C(C)C)C(C(=O)OC)C(=O)OC	4.8
CC(=O)c1cccc(S(=O)(=O)N2CCN(c3nc4cc(C)cc(C)c4cc3C#N)CC2)c1	8.2
O=C(C1CCCN(Cc2ccc3c(c2)OCO3)C1)N1CCCC1 (configuration not stated)	-10.7

Continued, overlapping the part above by seven compounds.
mol	Artemis endo inh
c1ccc(Cn2nnnc2C(c2cccs2)N2CCOCC2)cc1 (configuration not stated)	1.9
Cc1ccc(S(=O)(=O)N2CCCC(C(=O)N(Cc3cccs3)C3CC3)C2)cc1 (configuration not stated)	5.1
O=C(CSc1ncnc2c1cnn2CCc1ccccc1)Nc1cccc(C(F)(F)F)c1	10.2
CC(=O)NS(=O)(=O)c1ccc(NC(=O)/C=C/c2ccccc2Cl)cc1	-6.6
COC(=O)C(C(=O)OC)C(C(C)C)C(C(=O)OC)C(=O)OC	4.8
CC(=O)c1cccc(S(=O)(=O)N2CCN(c3nc4cc(C)cc(C)c4cc3C#N)CC2)c1	8.2
O=C(C1CCCN(Cc2ccc3c(c2)OCO3)C1)N1CCCC1 (configuration not stated)	-10.7
COc1ccc(C(CC(=O)Nc2nccs2)n2cccc2)cc1 (configuration not stated)	15.2
O=C(NC(O)C(=O)c1cccs1)c1cccnc1 (configuration not stated)	-5.0
CCOc1ccc(CCNC(=O)Cn2c(-c3nonc3N)nc3ccccc32)cc1OCC	1.5
COC(=O)C1C(=O)C=C(N2CCOCC2)CC1(C)C (configuration not stated)	-8.8
COC(=O)C1C(=O)c2c([nH]c(C(=O)OC3CCCC3)c2C)CC1C (configuration not stated)	-5.8
Cc1sc2ncnc(NCCc3ccc(S(N)(=O)=O)cc3)c2c1C	-0.5
COc1cccc(-c2nnc(SCC(=O)Nc3ccc4c(c3)OCCO4)n2Cc2ccco2)c1	5.6
CC(C)N(C(=O)CSc1nnc(CNc2ccc(F)cc2)o1)C(C)C	-4.2
N#Cc1c(NC(=O)CSc2ccccn2)oc(-c2ccccc2)c1-c1ccccc1	8.8
Cc1nc(CS(=O)c2ccc(Cl)cc2)cc(NCc2ccc(Cl)cc2Cl)n1 (configuration not stated)	-7.7
CCOc1cc(NC2CS(=O)(=O)CC2O)c(OCC)cc1NC(=O)c1ccccc1 (configuration not stated)	10.0
COc1ccc(CNC(=S)Nc2ccccc2C)cc1	-0.1
O=S1(=O)C=C(SCc2ccc(Cl)c(Cl)c2)Nc2ccccc21	5.5
COc1ccc(Nc2nc(N)nc(CSc3nnc(C)s3)n2)cc1	-5.6
COc1ccccc1NC(=O)Cn1cncc1-c1ccc([N+](=O)[O-])cc1	3.6
Nc1ccnc(C(F)(F)F)c1C(=O)c1ccccc1	-19.9
CCC(C)COC(=O)c1ccc(C(=O)O)cc1 (configuration not stated)	-9.8
CCOC(=O)C(C)n1cnc2sc(C)c(C)c2c1=O (configuration not stated)	6.8
CC(C)c1nc2sc3c(c2c(=O)o1)CCCC3	1.1
COc1ccc(C2(CNC(C)=O)CCCC2)cc1OC	-5.2

The listing continues.
SMILES	Artemis endo inh
Cc1c(/C=N/N=C2\CCC3C4CCc5cc(O)ccc5C4CCC23C)cnn1C (configuration not stated)	2.2
COc1ccc(O)c(C(=O)c2cc(C#N)c(=O)n(CCN3CCOCC3)c2)c1	-1.6
O=C(CCC1COc2ccccc2O1)Nc1ncccc1O (configuration not stated)	-4.5
Cc1[nH]c(=O)[nH]c(=O)c1/C=N/NC(=O)[C@@H](NC(=O)OC(C)(C)C)C(C)C	-1.6
CN(C)CCCNc1oc(-c2cccc(Cl)c2)nc1C#N	1.1
Cc1ccc(/C=N/n2c(-c3cccs3)n[nH]c2=S)cc1	8.5
CCCS(=O)(=O)N1CCC(C(=O)NCCN(CC)c2ccccc2)CC1	9.4
CCOC(=O)c1c(C)nc2c(c1-c1ccc(OC)cc1)C(=O)CC(C)(C)C2	-10.2

Single entries from the list.
Cc1c(/C=N/N=C2\CCC3C4CCc5cc(O)ccc5C4CCC23C)cnn1C (configuration not stated) in Artemis endo inh has 2.2
COc1ccc(O)c(C(=O)c2cc(C#N)c(=O)n(CCN3CCOCC3)c2)c1 in Artemis endo inh has -1.6

(continued)
SMILES	Artemis endo inh
CCCC(=O)Nc1ccc(C(=O)Nc2cc(C(F)(F)F)ccc2Cl)cc1	1.6
CC1=C(C(=O)Nc2cccnc2)C(c2cccnc2)n2nc(-c3cccs3)nc2N1 (configuration not stated)	7.6
COc1ccc2c(c1)c(=O)c(Br)c(C)n2Cc1ccccc1	-2.4
CC1CCN(Cc2csc(N)n2)CC1	9.1
O=C(c1ccc([N+](=O)[O-])cc1)n1nc(-c2ccccc2)nc1NCc1ccccc1	-1.0
COC(=O)Cc1csc(N)n1	-6.7
C=CCc1ccc(OCCOCCNCCCC)c(OC)c1	-5.3
C=CCN(CC=C)S(=O)(=O)c1ccc(NC(=S)NC(=O)/C=C/c2cccc3ccccc23)cc1	2.2
O=C(COC(=O)c1ccco1)c1ccc2ccccc2c1	-3.9
CS(=O)(=O)N(CC(=O)O)c1ccc2c(c1)OCO2	-4.2
c1ccc2[nH]c(NCCN3CCOCC3)nc2c1	-7.1
O=c1c2ccccc2c2c(O)nc(-c3ccccc3)n2n1Cc1ccccc1	2.2
CN(C(=O)CSc1nnc(N)s1)c1c(N)n(Cc2ccccc2)c(=O)[nH]c1=O	-2.9
c1cncc(-c2nc(-c3ccc4c(c3)OCO4)cs2)c1	-3.8
Nc1nc(CN2CCN(c3cccc(Cl)c3)CC2)nc(N2CCCc3ccccc32)n1	9.2
Cc1ccc(C)c(-n2c(CNC(=O)c3ccco3)nnc2SCC(=O)Nc2nccs2)c1	5.5
COc1cccc(OCCOc2c(OC)cccc2OC)c1	-5.0
CCOc1ccc(/C(O)=C2/C(=O)C(=O)N(c3nc(C)c(C)s3)C2c2ccco2)cc1 (configuration not stated)	42.8*
COC(=O)Oc1cncc(C(=O)O)c1	-1.8
O=S(=O)(c1ccccc1)N1CCSC1c1ccco1 (configuration not stated)	4.5
CC1CN(c2nn3c(=O)c4ccccc4nc3c3ccccc23)CC(C)O1 (configuration not stated)	6.3
N#Cc1c2n(cnc1=O)CCCCC2	-7.4
O=S(=O)(/C=C/c1ccccc1)Nc1ccc(N2CCOCC2)cc1	8.4
Cc1nnc(SCCC(=O)Nc2ccc(F)cc2)s1	5.3
COc1ccc(Cn2ccc(=O)c(Cc3c(Cl)cccc3Cl)c2C)cc1	2.3
Cc1ccccc1NC(=O)NCc1ccco1	-4.8
Nc1nc(CN2CCc3ccccc3C2)nc(Nc2ccccc2)n1	21.8
COc1ccc2nc(COC(=O)c3ccco3)c(C(C)=O)[n+]([O-])c2c1	-4.8
COc1ccc(C=C(c2ccc(OC)cc2)c2ccc(OC)cc2)cc1	-5.3
CCOC(=O)c1sc(/N=C/Nc2nc(C)c(C(=O)OCC)s2)nc1C	1.5
O=C(CN1C(=O)C2C3C=CC(C3)C2C1=O)N1CC=C(c2ccccc2)CC1 (configuration not stated)	1.6
C=CCNC(=O)c1scc2c1CCCC2	5.1

The list goes on (4 carried over from the part before).
SMILES	Artemis endo inh
COc1ccc(C=C(c2ccc(OC)cc2)c2ccc(OC)cc2)cc1	-5.3
CCOC(=O)c1sc(/N=C/Nc2nc(C)c(C(=O)OCC)s2)nc1C	1.5
O=C(CN1C(=O)C2C3C=CC(C3)C2C1=O)N1CC=C(c2ccccc2)CC1 (configuration not stated)	1.6
C=CCNC(=O)c1scc2c1CCCC2	5.1
COCCNC(=O)COc1ccccc1Cl	-3.4
CC(C)(C)C(=O)CSc1nc2ncc(Br)cc2[nH]1	-4.5
Cn1cnnc1SCC(=O)OCN1C(=O)c2ccccc2C1=O	2.4
O=C(Nc1ccccn1)c1c(O)c2cccc3c2n(c1=O)CCC3	11.6
O=C(CN1CCN(c2ccccc2)CC1)Nc1ccccc1C(F)(F)F	12.0
Cc1cc(C)nc(N(C#N)CN2C(=O)c3ccccc3S2(=O)=O)n1	-6.0
O=C(Nc1ccc(NC(=S)NC(=O)C(c2ccccc2)c2ccccc2)cc1)c1ccccc1	9.4
COc1ccccc1N(CC(O)CN(c1ccccc1)S(C)(=O)=O)S(=O)(=O)c1ccccc1 (configuration not stated)	-10.5
